PvdQ inh – P. aeruginosa PvdQ acylase inhibition. hit rate 0.063% among 340,000. inhibition, % at 10 µM. AID 488965. purified PvdQ acylase, fluorescence plate reader; in the data active = inhibition above about 30%, passing the limit was not always enough; inconclusive = no clear call, values can overlap the other calls;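 also: 0% = vehicle neutral wells and 100% = reference inhibitor wells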
Rtt109 Vps75 – C. albicans Rtt109 histone acetyltransferase inhibition; AID 540336; Q5AAJ8; purified Rtt109/Vps75, ThioGlo CoA-SH fluorescence, 4 h; inhibition, % at 34.9 µM; hit rate 0.16% among 330,000;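 active = inhibition of at least 50% in every replicate; inconclusive = best replicate reaches 50% inhibition but some replicates fall short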
SR-BI DiI inh – inhibitors of mouse SR-BI mediated HDL lipid uptake; Q61009; ldlA[mSR-BI] CHO cells, DiI-HDL uptake fluorescence, 3 h; inhibition, % at 12.5 µM; hit rate 0.96% among 320,000; AID 488896;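 active = mean replicate inhibition of at least 70% and a set share of replicates each scoring 70 or more; inconclusive = meets just one of the two criteria; inactive = fails both criteria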;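 also: 0% = median of neutral control wells and 100% = median of positive control wells; values of inactives mirror those of a sister screen read the other way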
PfHsp90 set2 – reduces growth (ATP signal) of yeast expressing P. falciparum Hsp90; inhibition, % at 9.4 µM; S. cerevisiae expressing PfHsp90, BacTiter-Glo ATP, 48 h; yeast lacking PDR1 and PDR3 efflux regulators; hit rate 0.32% among 310,000;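 active = every replicate shows inhibition above about 80%, whatever the replicate mean, limit read from the data; inconclusive = mean inhibition reaches the set limit but some replicate falls short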;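 also: 0% = DMSO neutral controls and 100% = 20 µM radicicol positive controls; yeast relying on Plasmodium falciparum Hsp90 in place of its own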
MITF TRPM1 HTS – increases MITF-driven TRPM1 promoter luciferase signal. activation, % at 12.5 µM. hit rate 0.75% among 300,000. SK-MEL-5 TRPM1-promoter luciferase, 24 h; % of positive control, neutral wells = 0. AID 588334;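 active = mean activation of at least 80% with every replicate also reaching 80%; inconclusive = mean reaches 80% but some replicate falls short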;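 also: 0% = neutral control wells and 100% = parthenolide positive control wells; values of inactives mirror those of a sister screen read the other way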
dFosB activator – activators of mouse delta FosB homodimer. P13346. purified delta FosB, TAMRA-CDK5 oligo fluorescence polarization; percent of positive-control signal above neutral wells. activation, % at 25 µM. hit rate 0.99% among 340,000;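 active = mean activation above about 17%, with every replicate also reaching it, limit read from the data, passing the limit was not always enough; inconclusive = only one of the two conditions met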;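 also: fluorescence polarization rise as delta FosB binds a TAMRA Cdk5 AP-1 oligo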
SR-BI uptake up – enhances SR-BI lipid uptake from DiI-HDL. CHO ldlA[mSR-BI] cells, DiI-HDL uptake fluorescence, 3 h; 100 = double the neutral-control signal. activation, % at 12.5 µM. hit rate 0.096% among 320,000. AID 504775;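 active = mean replicate activation of at least 60% and every replicate at or above 60%; inconclusive = mean or all-replicate condition met, but not both; inactive = mean below 60% and not all replicates reaching 60%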;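 also: 0% = median plate neutral-control signal and 100% = twice that signal; values of inactives mirror those of a sister screen read the other way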
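system = CHO ldlA[mSR-BI] cells, LDL receptor-null, SR-BI overexpressing | medium = Ham's F12 with 0.5% BSA, HEPES 25 mM, pH 7.4 | probe or stimulus = DiI-HDL 10 µg/mL | compound dosing = single-point compound dose | incubation = compound exposure 3 h, 37 °C | technique = DiI fluorescence, bottom read | read-out = cell-associated DiI fluorescence as measure of HDL uptake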
NSD2 HMT inh – inhibitors of human histone methyltransferase NSD2; NSD2 peptide methylation, AlphaScreen, 120 min; O96028; inhibition, % at 12.5 µM; hit rate 0.54% among 310,000; in the data active = inhibition above about 50%
Target sequence (O96028 whole entry, looked up): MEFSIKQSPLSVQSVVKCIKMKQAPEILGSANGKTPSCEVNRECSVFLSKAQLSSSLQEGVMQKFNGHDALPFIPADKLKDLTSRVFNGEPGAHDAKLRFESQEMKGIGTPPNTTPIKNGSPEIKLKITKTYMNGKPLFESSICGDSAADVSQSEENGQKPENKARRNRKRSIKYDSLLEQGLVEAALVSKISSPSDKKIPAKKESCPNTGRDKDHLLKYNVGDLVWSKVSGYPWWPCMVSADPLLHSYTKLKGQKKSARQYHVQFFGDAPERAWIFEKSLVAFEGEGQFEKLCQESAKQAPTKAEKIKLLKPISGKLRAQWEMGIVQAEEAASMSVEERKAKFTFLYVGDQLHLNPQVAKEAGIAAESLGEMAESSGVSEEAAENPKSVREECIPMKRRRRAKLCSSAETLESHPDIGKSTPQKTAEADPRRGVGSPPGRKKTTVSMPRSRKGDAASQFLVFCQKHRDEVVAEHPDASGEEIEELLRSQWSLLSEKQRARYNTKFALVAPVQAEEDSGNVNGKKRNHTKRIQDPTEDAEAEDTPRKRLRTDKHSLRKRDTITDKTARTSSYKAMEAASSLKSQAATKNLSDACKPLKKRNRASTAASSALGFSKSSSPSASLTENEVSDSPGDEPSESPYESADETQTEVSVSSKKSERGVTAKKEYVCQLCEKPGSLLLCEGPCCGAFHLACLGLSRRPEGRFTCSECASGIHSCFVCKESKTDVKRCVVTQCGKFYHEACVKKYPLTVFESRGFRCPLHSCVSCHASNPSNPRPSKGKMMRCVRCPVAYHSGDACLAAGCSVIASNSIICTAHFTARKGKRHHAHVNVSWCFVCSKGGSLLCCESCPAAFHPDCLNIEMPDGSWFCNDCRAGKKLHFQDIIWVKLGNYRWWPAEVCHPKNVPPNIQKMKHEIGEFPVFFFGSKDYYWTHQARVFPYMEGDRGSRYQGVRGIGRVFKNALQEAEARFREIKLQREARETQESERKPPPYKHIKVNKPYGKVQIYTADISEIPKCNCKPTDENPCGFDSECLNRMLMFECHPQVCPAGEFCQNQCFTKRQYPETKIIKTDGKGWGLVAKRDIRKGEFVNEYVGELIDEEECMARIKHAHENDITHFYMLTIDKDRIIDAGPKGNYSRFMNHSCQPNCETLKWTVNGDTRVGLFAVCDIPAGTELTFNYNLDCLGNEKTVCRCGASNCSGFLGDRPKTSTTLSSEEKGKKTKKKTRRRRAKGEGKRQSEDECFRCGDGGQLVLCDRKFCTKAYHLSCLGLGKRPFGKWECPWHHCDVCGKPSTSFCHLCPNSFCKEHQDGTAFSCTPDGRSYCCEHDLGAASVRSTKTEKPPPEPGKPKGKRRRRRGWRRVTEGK
CAL PDZ FP-1 – inhibitors of human CAL PDZ peptide binding; inhibition, % at 24.9 µM; hit rate 0.92% among 300,000; Q9HD26; AID 602252; purified CAL PDZ, TMR-peptide fluorescence polarization, 1 h;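 active = mean inhibition of at least 30% with at least half of replicates also reaching 30%; inconclusive = no clear call, values can overlap the other calls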;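 also: 0% = DMSO neutral control and 100% = excess unlabeled competitor peptide PRC23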
CAL PDZ FP-2 – human CAL PDZ-peptide interaction inhibition | Q9HD26 | purified CAL PDZ, TMR-peptide fluorescence polarization, 1 h | inhibition, % at 20 µM | hit rate 0.02% among 330,000 | AID 504414;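 active = highest replicate inhibition of at least 40%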;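 also: plate controls were DMSO neutral control wells for no effect and unlabeled competitor peptide control wells for full effect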
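Material: tagged CAL PDZ domain; buffer or medium: 25 mM sodium phosphate pH 7.4, 150 mM NaCl, TCEP, IgG, Thesit; compound dosing: single point, 20 µM; schedule: 1 h incubation at room temperature before polarization reading; measured by: FP readout, S and P plane fluorescence; read-out basis: percent inhibition from loss of millipolarization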
* hit, by the source's call; ? = inconclusive; . = not tested or not shown. Compounds were not picked by outcome; any-hit rate near 4.3%.

SMILES	PvdQ inh	Rtt109 Vps75	SR-BI DiI inh	PfHsp90 set2	MITF TRPM1 HTS	dFosB activator	SR-BI uptake up	NSD2 HMT inh	CAL PDZ FP-1	CAL PDZ FP-2
CCOc1ccc(/C(O)=C2/C(=O)C(=O)N(CC3CCCO3)C2c2cccs2)cc1 (configuration not stated)	-3	-1	4	10	5	-1	-4	-2	-7	-0.7
CC1CCCC(C)N1C(=O)CSc1nnnn1Cc1ccccc1 (configuration not stated)	-6	-3	4	-9	.	-10	-4	-11	1	-2.3
COc1ccc(N(CC(=O)N2CCCCCC2)S(=O)(=O)c2ccccc2[N+](=O)[O-])c(OC)c1	-15	0	-3	20	0	-9	3	0	-2	-2.3
CCc1ccc(CNC(=O)C(=O)NCC2CCCO2)cc1 (configuration not stated)	3	0	-26	.	3	-2	26	2	-7	-0.2
Cc1ccc(S(=O)(=O)N(CC(=O)N/N=C/c2cccc(C)c2)c2cccc3cccnc23)cc1	-13	-6	18	-11	.	?	-18	-1	.	-0.3
CCOc1nc(C)ccc1-c1noc(-c2ccccc2OC)n1	-11	.	27	-24	.	-22	-27	-3	-1	-2.5
COc1ccc(-c2cc3c(=O)n(CC(=O)NCc4cccnc4)ncn3n2)cc1	11	-6	22	-37	.	3	-22	.	.	-1.9
Cc1ccc(NC(=O)CSc2nc(C)c(C)c(C)n2)cc1S(=O)(=O)N1CCOCC1	-12	-1	11	-11	-10	-7	-11	-3	-3	0.4
O=C(NCc1cccnc1)c1ccc(NC(=O)c2ccc([N+](=O)[O-])cc2)cc1	7	0	5	-18	-12	1	-5	-1	0	-2.4
COc1ccc(CNC(=O)C[C@H]2C[C@H](C(=O)N3CCCCC3)[C@@]3(C)c4[nH]c5ccc(Cl)cc5c4CCN3C2=O)cc1OC	-20	-8	53	-5	-16	-15	-53	.	-2	-2.0
Cc1cc(=O)[nH]c2c1c(C)nn2C1CCCC1	-9	2	-7	18	3	-4	7	5	-2	-0.7
CN(C)CCCNc1oc(-c2ccc(Cl)cc2)nc1S(=O)(=O)c1ccccc1	-7	9	-13	.	-55	-6	13	8	-2	-0.9
N#Cc1ccc(COC(=O)c2cnc(Cl)c(Cl)c2)cc1	-10	3	-8	-48	5	-1	8	-3	48*	-0.7
COc1ccc2[nH]c3c(c2c1)CCN1C(=O)C(CC(=O)NCc2ccc(OC)c(OC)c2)C[C@H](C(=O)N2CCCCC2)[C@@]31CCc1ccccc1 (some centres not stated)	-13	5	7	-13	-1	-5	-7	.	-1	-0.2
CCOc1ccc(N(CC(=O)N2CCOCC2)S(=O)(=O)c2ccc(SC)cc2)cc1	-1	5	.	-1	.	2	.	-3	-1	-0.6
COc1ccc(NC(=O)c2ccc(NS(=O)(=O)c3cccc4cccnc34)cc2)cc1	-14	0	26	-6	-3	-2	-26	-1	-1	-5.9
Cc1ccc(/C=N/n2c(-c3ccc(Cl)cc3)n[nH]c2=S)o1	-13	11	.	-10	.	-3	.	4	1	-0.1
CC(C)(C)n1cnc2cc(NCc3ccc(Br)cc3)ccc21	9	5	13	3	75	-16	-13	16	-3	-1.5
CCN(CC)S(=O)(=O)c1ccc(OC(C)C)c(NC(=O)c2c3c(nc4ccccc24)CCN(Cc2ccccc2)C3)c1	2	10	27	-4	-20	6	-27	-1	-3	-4.3
N#Cc1ccc(N[C@@H]2CCN3C(=O)c4ccccc4[C@@H]3C[C@H]2O)cc1	6	7	-9	-4	-3	-13	9	.	-3	-0.7
COc1ccc(S(=O)(=O)N2CCCC2CNC(=O)C(=O)NCCc2ccccc2)cc1 (configuration not stated)	-7	1	20	.	-19	1	-20	0	-3	-1.0
CN(CC(=O)Nc1c(Cl)cccc1Cl)C(=O)Cc1cccs1	-5	0	-18	-21	-7	-6	18	-1	-3	-4.6
Cc1cccc(NS(=O)(=O)c2cccc(C(=O)N3CCCC(C(F)(F)F)C3)c2)c1 (configuration not stated)	-4	0	-27	0	-13	-5	27	.	-2	-2.4
CC1=CC(C)(C)N(C(=O)C(C)N2C(=O)c3ccccc3C2=O)c2ccc(C)cc21 (configuration not stated)	7	-10	8	3	-9	10	-8	8	2	-1.0
O=C(COC(=O)COc1ccc(Cl)cc1)NCCCc1ccccc1	-9	-2	-14	-8	-2	0	14	3	.	-1.7
S=C(NCCc1ccccc1)Nc1ccc(Br)cn1	-2	0	25	-8	11	-5	-25	24	-4	-1.1
CC(=O)N1c2ccc(S(=O)(=O)NCC3CCC(C(=O)Nc4ncccc4C)CC3)cc2CC1C (configuration not stated)	-13	-8	6	12	-6	-5	-6	-3	2	0.2
O=C(CCCCCN1C(=O)[C@@H]2Cc3ccccc3CN2C1=O)Nc1ccccc1Cl	13	7	7	5	-1	-2	-7	-5	2	-1.6
CN=C(Nc1ccccc1)SC1CC(=O)N(c2ccc(C(=O)OC)cc2)C1=O (configuration not stated)	-11	12	10	-31	-8	-6	-10	-7	-4	-5.1
COC(=O)CSc1nnc(NC(=O)C2CC(=O)N(c3ccc(F)cc3)C2)s1 (configuration not stated)	-20	-2	11	-2	2	-14	-11	1	-2	-2.4
CCN1C(=O)C2C(C1=O)N1C(c3ccccc3)C3C(=O)N(CC)C(=O)C3N1C2c1ccccc1 (configuration not stated)	4	12	-3	-8	7	-12	3	-11	-3	-1.7
Cc1cc(C)n(-c2nc3ccccc3nc2NCCc2ccccc2)n1	-2	9	37	-7	.	-6	-37	.	-2	-0.3
CCCCOCCCn1cnc2c([nH]c3cc(OC)ccc32)c1=O	-9	2	-1	1	-1	-8	1	0	-2	-2.2
COc1cccc(-c2nc3ccccc3c(=O)o2)c1	-1	0	-62	-2	.	2	?	-2	-3	-0.5
O=C(CSc1ncc(-c2ccc(F)cc2)n1Cc1ccco1)Nc1nccs1	-4	4	4	-21	0	-3	-4	.	-3	-1.2
Cc1ccccc1OCCn1nc(C(=O)O)c2ccccc2c1=O	-11	-19	-8	-8	-5	-5	8	-3	7	-0.5
O=C(CSc1nnc(NC2CCCCC2)s1)Nc1ccc(N2CCOCC2)cc1	-7	2	6	9	24	-12	-6	1	.	-2.5
COc1cccc(C2N(c3ccccn3)C(=O)C3CCCN32)c1OC (configuration not stated)	-3	9	-1	.	.	-6	1	-3	-3	-0.1
CC1CN(S(=O)(=O)c2ccc(C(=O)Nc3nccs3)cc2)CC(C)O1 (configuration not stated)	12	12	.	6	5	-5	.	-1	8	0.3
O=C(CNC(=O)c1ccc(F)cc1)NCc1ccc(S(=O)(=O)N2CCOCC2)cc1	-1	-8	-1	.	-5	-3	1	0	0	0.6
COc1ccc(S(=O)(=O)N(CC(=O)NCc2ccco2)c2ccc(C)cc2)cc1OC	3	16	-2	-2	0	-3	2	26	-5	-1.6
CCOCCCNC(=S)NCCCNc1nc2c(C)cc(C)cc2cc1C#N	-5	-1	56	4	1	-12	-56	5	.	-1.8
CCOC(=O)Cn1c(=NC(=O)C2COc3ccccc3O2)sc2cc(S(N)(=O)=O)ccc21 (configuration not stated)	-12	4	22	4	9	3	-22	-5	-1	-1.8
CCO[C@@H]1OC(C(=O)N2CCN(Cc3ccc4c(c3)OCO4)CC2)=C[C@H](c2coc3ccccc3c2=O)[C@H]1CCCO	-20	13	34	8	8	-7	-34	.	-3	-1.1
O=C(N/N=C/c1cccc(C(F)(F)F)c1)C1CCN(c2ncc(C(F)(F)F)cc2Cl)CC1	-10	12	-12	-59	.	4	12	31	1	0.9
CCCCCN(C(=O)CCC(=O)OCC(=O)N1CCC(C)CC1)c1c(N)n(CCCC)c(=O)[nH]c1=O	-14	-3	0	-47	-5	-4	0	-2	-5	-2.2
CCOP(=O)(OCC)C(Nc1cccc(C)c1)c1ccc(F)cc1 (configuration not stated)	-6	-5	.	-5	2	-7	.	-1	-5	-0.5

By substructure, the entries above with a Cl atom
SMILES	PvdQ inh	Rtt109 Vps75	SR-BI DiI inh	PfHsp90 set2	MITF TRPM1 HTS	dFosB activator	SR-BI uptake up	NSD2 HMT inh	CAL PDZ FP-1	CAL PDZ FP-2
COc1ccc(CNC(=O)C[C@H]2C[C@H](C(=O)N3CCCCC3)[C@@]3(C)c4[nH]c5ccc(Cl)cc5c4CCN3C2=O)cc1OC	-20	-8	53	-5	-16	-15	-53	.	-2	-2.0
CN(C)CCCNc1oc(-c2ccc(Cl)cc2)nc1S(=O)(=O)c1ccccc1	-7	9	-13	.	-55	-6	13	8	-2	-0.9
N#Cc1ccc(COC(=O)c2cnc(Cl)c(Cl)c2)cc1	-10	3	-8	-48	5	-1	8	-3	48*	-0.7
Cc1ccc(/C=N/n2c(-c3ccc(Cl)cc3)n[nH]c2=S)o1	-13	11	.	-10	.	-3	.	4	1	-0.1
CN(CC(=O)Nc1c(Cl)cccc1Cl)C(=O)Cc1cccs1	-5	0	-18	-21	-7	-6	18	-1	-3	-4.6
O=C(COC(=O)COc1ccc(Cl)cc1)NCCCc1ccccc1	-9	-2	-14	-8	-2	0	14	3	.	-1.7
O=C(CCCCCN1C(=O)[C@@H]2Cc3ccccc3CN2C1=O)Nc1ccccc1Cl	13	7	7	5	-1	-2	-7	-5	2	-1.6
O=C(N/N=C/c1cccc(C(F)(F)F)c1)C1CCN(c2ncc(C(F)(F)F)cc2Cl)CC1	-10	12	-12	-59	.	4	12	31	1	0.9

High-throughput results from PubChem BioAssay.
